Screens deposited in PubChem BioAssay by several laboratories.
V-ATPase pH – alters yeast V-ATPase proton transport | S. cerevisiae, pHLuorin cytosolic pH fluorescence | hit rate 0.37% among 350,000 | response, % at 10 µM; in the data active = response mostly above about 7.3%, no sharp cut-off; inactive = mostly below about 5.4%; note: actives read high; inactives centre near 0; some compounds called inactive have numbers as strong as hits
NSD2 HMT inh – inhibitors of human histone methyltransferase NSD2; O96028; inhibition, % at 12.5 µM; hit rate 0.54% among 310,000; NSD2 peptide methylation, AlphaScreen, 120 min; in the data active = inhibition above about 50%
CAL PDZ FP-1 – blocks peptide binding to the human CAL PDZ domain; inhibition, % at 24.9 µM; AID 602252; purified CAL PDZ, TMR-peptide fluorescence polarization, 1 h; hit rate 0.92% among 300,000; Q9HD26;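 active = mean inhibition of at least 30% with at least half of replicates also reaching 30%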;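 note: 0% = DMSO neutral control and 100% = excess unlabeled competitor peptide PRC23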
Keap1 Nrf2 FP – Keap1-Nrf2 (human) interaction inhibition. Keap1 Kelch-Nrf2 peptide fluorescence polarization, 1536-well. inhibition, % at 9.4 µM. hit rate 0.15% among 340,000; in the data active = inhibition above about 12%;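 note: human Keap1 Kelch domain with fluorescein labeled Nrf2 9mer peptide probe; 0% = neutral control wells and 100% = peptide positive control; higher means more block of Keap1 binding to Nrf2 peptide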
Arr AP2 block – inhibitors of human beta-arrestin and AP2 interaction; FITC-arrestin peptide / GST-AP2 beads, flow cytometry; AP2 beta2 appendage carries R879A mutation; inhibition, % at 10 µM; hit rate 0.31% among 340,000; AID 504490;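 active = inhibition above a set limit, near 3 SD of compounds lacking own fluorescence, cut at about 54% in these data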;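 note: plate controls were DMSO wells for no effect and 5 µM unlabelled arrestin peptide for full effect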
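Material – GST-tagged AP2 beta2-adaptin appendage (R879A) on 4 µm glutathione beads · Probe or stimulus – fluorescein-tagged arrestin peptide at 50 nM final · Timing – 12 min plus 1 h, RT · Detection – bead flow cytometry, FITC channel · Read-out basis – inhibition as reduced fluorescein signal on beads, percent · Medium – PBS plus Tween 20 (0.05%) and BSA (0.1%)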
CAL PDZ FP-2 – inhibitors of human CAL PDZ peptide binding | Q9HD26 | purified CAL PDZ, TMR-peptide fluorescence polarization, 1 h | inhibition, % at 20 µM | hit rate 0.02% among 330,000 | AID 504414;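 active = highest replicate inhibition of at least 40%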;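 note: plate controls were DMSO neutral control wells for no effect and unlabeled competitor peptide control wells for full effect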
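Test system: purified CerCALP PDZ construct; Compound dosing: one concentration, 20 µM compound; Also added: TMR-labelled reporter peptide T*-PRC34 bound in PDZ groove; Read-out: inhibition from polarization loss; Controls: unlabelled peptide and DMSO controls; Signal: FP readout, S and P plane fluorescence; Incubation: 1 h at RT.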
DAGLB inh – diacylglycerol lipase beta (human) inhibition; Q8NCG7; HEK293T DAGLB membrane lysate, EnzChek fluorogenic substrate; inhibition, % at 5.17 µM; AID 504411; hit rate 0.059% among 340,000; in the data active = inhibition above about 34%;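 note: 0% = enzyme with vehicle and 100% = wells lacking enzyme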
RTF Ca sens inh – cardiac RTF calcium desensitization; P19429+P45379; IANBD-labeled cardiac RTF, Ca2+ fluorescence; inhibition, % at 7.15 µM; hit rate 0.12% among 340,000;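 active = inhibition above the mean inhibition of all tested compounds plus 3 SD, cut at about 17% in these data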;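 note: assay run at fixed EC70 calcium of 1.6 mM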
Pemphigus Ab inh – blocks pemphigus antibody binding to human desmoglein-3; DSG3-coupled beads, scFv-anti-DSG3-GFP binding, flow cytometry; active compounds read low; binding (percent of control), % at 10 µM; hit rate 0.48% among 310,000;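 active = binding more than 3 SD below its plate's average and above zero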;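 note: hits lower antibody fragment binding to DSG3; some compounds called inactive have numbers as strong as hits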
Target sequence (P32926 whole entry, looked up, the tested form may be a part): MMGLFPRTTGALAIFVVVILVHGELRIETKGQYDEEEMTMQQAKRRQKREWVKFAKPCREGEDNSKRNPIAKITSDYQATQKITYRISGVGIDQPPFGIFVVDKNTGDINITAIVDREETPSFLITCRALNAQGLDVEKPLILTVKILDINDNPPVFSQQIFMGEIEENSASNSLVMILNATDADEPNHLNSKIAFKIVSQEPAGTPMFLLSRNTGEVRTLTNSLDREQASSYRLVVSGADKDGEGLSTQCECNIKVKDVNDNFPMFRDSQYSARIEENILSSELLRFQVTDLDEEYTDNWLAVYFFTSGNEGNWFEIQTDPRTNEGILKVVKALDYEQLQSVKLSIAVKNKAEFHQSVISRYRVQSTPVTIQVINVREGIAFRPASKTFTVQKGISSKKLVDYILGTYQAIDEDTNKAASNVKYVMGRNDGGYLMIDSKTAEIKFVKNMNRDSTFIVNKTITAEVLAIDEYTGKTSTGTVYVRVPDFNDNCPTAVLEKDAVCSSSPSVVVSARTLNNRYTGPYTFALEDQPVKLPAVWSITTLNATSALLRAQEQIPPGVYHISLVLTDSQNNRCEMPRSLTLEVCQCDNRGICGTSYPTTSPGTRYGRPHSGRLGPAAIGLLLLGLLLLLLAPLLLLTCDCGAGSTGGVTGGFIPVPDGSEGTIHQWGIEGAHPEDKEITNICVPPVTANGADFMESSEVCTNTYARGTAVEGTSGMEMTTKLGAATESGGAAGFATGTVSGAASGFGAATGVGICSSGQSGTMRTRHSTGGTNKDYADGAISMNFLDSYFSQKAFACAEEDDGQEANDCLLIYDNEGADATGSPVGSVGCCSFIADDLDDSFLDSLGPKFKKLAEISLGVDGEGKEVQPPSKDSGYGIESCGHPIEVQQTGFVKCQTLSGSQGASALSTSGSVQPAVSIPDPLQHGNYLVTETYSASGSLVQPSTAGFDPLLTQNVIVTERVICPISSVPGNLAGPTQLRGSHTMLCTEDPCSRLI
LANA DNA inh – inhibitors of KSHV LANA C-terminal domain DNA binding | MBP-C-LANA/FAM-LBS DNA binding, fluorescence polarization | inhibition, % at 9 µM | hit rate 0.078% among 340,000;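 active = highest replicate inhibition at or above 60% at 9 µM, even if other replicates fall short; inactive = all replicates below 60% inhibition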;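 note: 0% = neutral control wells and 100% = 4 µM acridine orange control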
Active calls of the source: *; / = no result given.

SMILES	V-ATPase pH	NSD2 HMT inh	CAL PDZ FP-1	Keap1 Nrf2 FP	Arr AP2 block	CAL PDZ FP-2	DAGLB inh	RTF Ca sens inh	Pemphigus Ab inh	LANA DNA inh
COCCCNc1nc(N)c([N+](=O)[O-])c(Nc2cc(OC)ccc2OC)n1	3	-1	/	38*	-10	-4.7	/	/	94	16
COc1ccccc1/C=C/C1(C(=O)NC2CCCC2)CC(=O)N1c1ccc(C)cc1 (configuration not stated)	0	4	-2	-6	22	-1.0	-3	-2	/	-1.4
Nc1cc(C(F)(F)F)ccc1C(=O)O	-6	/	/	-4	19	-2.1	4	-10	102	-0.5
CCCc1c(C)nc(N2CCN(c3ccccc3F)CC2)[nH]c1=O	3	-2	0	4	37	-0.7	-2	-3	96	0.0
CCN(CC)S(=O)(=O)c1ccc(N2CCOCC2)c(NS(=O)(=O)c2ccc(OC)cc2)c1	0	-2	1	-4	4	-2.2	0	-9	94	1.7
CC(=O)NC(CC(=O)Nc1ccc(S(=O)(=O)NC2=NCCCCC2)cc1)c1ccccc1 (configuration not stated)	-2	-4	-6	-6	-9	0.0	2	0	/	-0.6
CCCOC(=O)c1ccc(OCC(O)CN2CCN(C(=O)c3ccccc3)CC2)cc1 (configuration not stated)	-1	-1	-2	-6	-7	/	-1	-8	98	2.3
CCOCCCNC(=O)C(NC(=O)CC1NC(=O)NC1=O)c1ccc(Cl)cc1 (configuration not stated)	2	/	-4	-4	5	0.9	-1	-15	112	0.6
CN1CCC[C@H]1CCNc1ccc2c(=O)c3ccccc3n(C)c2c1	4	/	-5	1	52	-0.5	5	-17	150	-5.1
CC12CC3CC(C)(C1)CC(C(=O)NC(=S)N1CCOCC1)(C3)C2	2	-2	-3	-5	-3	-0.2	-2	-3	110	1.3
CC(Nc1ccc2c(c1)OCCO2)C(=O)N1CCc2ccccc21 (configuration not stated)	-1	-3	0	1	8	0.6	-2	-11	101	-0.7
Cc1ccc(C)c(S(=O)(=O)NNC(=O)Nc2ccccc2Cl)c1	1	-1	3	-9	6	-3.0	1	4	116	-0.2
COc1ccc(NC(=O)COc2coc(CN3c4ccccc4CC3C)cc2=O)cc1 (configuration not stated)	0	1	-3	-3	-9	1.1	1	-2	105	-0.7
O=C(NCCCN1CCOCC1)c1cccc(S(=O)(=O)NCc2ccccc2)c1	-5	1	9	0	21	-0.4	-2	8	122	-1.7
COc1ccc(S(=O)(=O)n2c([N+](=O)[O-])cnc2C)c(C)c1C	2	-3	-3	4	-20	0.0	-2	3	98	-0.9
CCOC(=O)N1CCN(c2ccc(C(=O)c3cccc(F)c3)cc2)CC1	2	-20	-3	-5	3	-1.7	-1	-9	126	-2.2
CCN(CC)c1ccc(C(=O)NNC(=O)CNC(=O)c2ccco2)cc1	2	0	-4	0	2	-0.6	1	-22	103	0.6
COc1cc(Cl)ccc1OCc1cc(C(=O)N2C[C@]3(C)C[C@H]2CC(C)(C)C3)no1	-1	-3	-1	-7	-6	-1.9	-6	3	116	0.8
COc1ccc(C)cc1S(=O)(=O)Nc1cccc(C)c1	-4	-2	0	-2	-6	1.1	-1	-6	105	-0.2
COc1ccc(C=CC(=O)c2c(OC)cc(OC)c(OC)c2O)cc1	1	-2	11	-4	-13	0.0	4	-6	120	0.6
CCn1c(SC(C)C(=O)O)nnc1-c1cccnc1 (configuration not stated)	3	-3	0	2	9	0.1	3	-8	90	1.7
COc1ccc(Br)cc1CN(C)CC(O)COc1ccc(Br)cc1 (configuration not stated)	2	-5	/	-7	-3	-0.5	-18	-22	/	1.8
O=C(Nc1ccc(Cl)cc1)N1CCN(Cc2ccc3c(c2)OCO3)CC1	2	-6	-6	0	8	0.2	-3	-10	86	1.0
COc1ccc(N2CCN(c3cc(=O)n(Cc4ccc(F)cc4)c(=O)[nH]3)CC2)cc1	3	/	3	3	7	0.2	4	-8	98	0.4
CS(=O)(=O)Nc1ccc(C(=O)NCCSCc2c(F)cccc2Cl)cc1	0	-4	-16	3	-22	-0.2	0	-4	93	-0.5
Cc1ccc(NC(=S)NC(=O)c2ccccc2)cc1NC(=S)NC(=O)c1ccccc1	-3	-2	-2	-2	-4	-2.7	-2	-9	89	0.4
CN(CC(=O)Nc1ccccc1Br)C(=O)c1ccccc1OCc1ccc(Cl)cc1	-1	2	-1	1	-17	-1.8	-10	-1	111	-0.2
Cc1cc(OCC(=O)OCC(=O)NC2CCCCC2C)ccc1Cl (configuration not stated)	3	-5	/	-1	5	-0.9	-5	-2	95	-1.6
O=C(NCCCN1CCCC1=O)c1cncc(Br)c1	-7	-2	1	3	-8	-0.6	-3	-4	89	-0.8
O=C(COC(=O)c1ccc([N+](=O)[O-])o1)NCc1ccc(F)cc1	0	2	3	2	24	-0.3	2	-2	/	-0.2
COc1ccc(OCC(=O)OC2CCCN(C)C2)cc1 (configuration not stated)	-5	1	-5	-3	0	0.2	-1	-13	/	0.3
O=C(Nc1ccc(N2C(=O)c3cccc4cccc(c34)C2=O)cc1)c1ccc(N2CCCCC2)c([N+](=O)[O-])c1	0	-1	-2	-2	33	-0.6	-1	3	97	3.0
O=C1N=c2ccc([N+](=O)[O-])cc2=C1c1sc(=O)[nH]c1O	4	-1	/	1	9	-0.7	4	-12	97	1.1
NC(=O)C1CCN(C(=S)NCc2ccc3c(c2)OCO3)CC1	-1	-2	0	1	2	-2.9	0	2	94	-1.5
NS(=O)(=O)c1ccc(CCNC(=O)CSc2nc3ccccc3c(=O)n2CCC(=O)N2CCCCC2)cc1	-3	1	3	1	14	-7.9	-1	-1	97	2.6
Cc1cccnc1NC1(C(F)(F)F)N=C(c2ccccc2)NC1=O (configuration not stated)	-2	-1	2	-5	-4	-0.7	-4	1	100	1.4
Nc1nonc1C(=O)OCC(=O)N1CCCCC1	4	13	-7	2	0	-0.7	-2	2	/	-0.5
Cc1ccc(CNC(=O)C2CCN(S(=O)(=O)c3cccs3)CC2)o1	4	/	/	-2	12	-0.2	0	-11	99	-0.5
Cc1cc(O)cc(O)c1C(=O)Cc1cscn1	4	1	-6	-4	5	0.0	-1	-6	108	0.8
CC(C)(C)NS(=O)(=O)c1cnc(Cl)c(Cl)c1	0	-1	1	-2	4	-0.8	1	8	109	0.1
CC1(C)CC(NS(=O)(=O)c2ccc3ccccc3c2)CC(C)(C)N1	4	1	-3	5	-16	-2.0	-7	-3	33*	-1.0
Cc1cccc(N2CCN(C(=O)CN3C(=O)NC4(CCCCCC4)C3=O)CC2)c1C	1	2	/	1	-5	-1.0	2	-3	97	-1.2
C#CCOCCOCCOCCNc1nc(N2CCN(C(=O)CCCCCCCCCCNC(=O)Cn3cc(C[C@@H](C)O)nn3)CC2)nc(N2CCN(C(=O)CCCCCCCCCCNC(=O)[C@H](CO)n3cc(CCCSC)nn3)CC2)n1	-1	/	3	-3	1	0.3	-5	-8	110	0.9
Cc1ccccc1N1CCN(C(=O)c2cc(-c3ccccc3)nc3c2cnn3C(C)C)CC1	-3	4	/	/	/	/	1	/	94	/
O=C(O)c1cc(-n2cccc2)ccc1N1CCOCC1	-2	0	/	/	1	/	/	/	109	/
COc1ccc(CC(=O)NCc2nnc(SCC(=O)Nc3ccc(OC)cc3)n2C)cc1	6	1	-2	-7	3	-1.9	1	-3	107	0.3
O=C(O)CSCC(=O)N1CCCN(c2nccc(C(F)(F)F)n2)CC1	0	-1	2	2	-11	0.3	0	-9	90	0.9
CCN(CC)c1ccc(C(=O)NC(=S)Nc2cc(S(=O)(=O)N3CCOCC3)ccc2-n2cncn2)cc1	-3	-3	-1	-4	-7	0.3	2	5	95	-3.2

Overlap with the part before: 4 compounds, then new ones.
SMILES	V-ATPase pH	NSD2 HMT inh	CAL PDZ FP-1	Keap1 Nrf2 FP	Arr AP2 block	CAL PDZ FP-2	DAGLB inh	RTF Ca sens inh	Pemphigus Ab inh	LANA DNA inh
O=C(O)c1cc(-n2cccc2)ccc1N1CCOCC1	-2	0	/	/	1	/	/	/	109	/
COc1ccc(CC(=O)NCc2nnc(SCC(=O)Nc3ccc(OC)cc3)n2C)cc1	6	1	-2	-7	3	-1.9	1	-3	107	0.3
O=C(O)CSCC(=O)N1CCCN(c2nccc(C(F)(F)F)n2)CC1	0	-1	2	2	-11	0.3	0	-9	90	0.9
CCN(CC)c1ccc(C(=O)NC(=S)Nc2cc(S(=O)(=O)N3CCOCC3)ccc2-n2cncn2)cc1	-3	-3	-1	-4	-7	0.3	2	5	95	-3.2
NS(=O)(=O)c1ccc(NC(=O)COC(=O)CCCN2C(=O)c3cccc4cccc(c34)C2=O)cc1	-5	1	60*	-4	7	-1.6	0	-5	93	0.7
CN1CCN(C(=O)C23CCC(C)(C(=O)C2Br)C3(C)C)CC1 (configuration not stated)	-3	0	-5	-1	26	0.3	1	-4	/	-0.1
Cc1ccc(OCC(=O)Nc2ccc(C)c(F)c2)c([N+](=O)[O-])n1	-4	1	-7	1	-5	-3.5	-7	4	100	0.9
C/C(N)=C(/C#N)C(=O)CSc1nc(-c2ccccc2)c(-c2ccccc2)o1	0	11	-4	-3	0	-2.5	-3	-7	85	0.1
Cc1cc2nc(C(F)(F)F)cc(-c3cccs3)n2n1	2	4	-1	2	20	2.9	-2	-9	100	0.3
CC1(C)Cc2c(sc3ncnc(N)c23)CO1	-2	-6	/	-2	4	0.0	-1	-5	102	-0.5
O=C(CSC1=NS(=O)(=O)c2ccccc2N1)Nc1ccccc1F	0	1	2	0	28	-1.3	-1	-1	105	1.7
CCn1c(=O)cc(OCC(=O)NC2CC2)c2ccccc21	2	-5	-7	-1	13	-1.8	0	-2	105	-0.7
COc1ccc(OCC(=O)OCC(=O)NCC2CCCCC2)cc1	1	1	-5	-1	-2	0.6	-8	8	98	-0.7
CCc1ccc(S(=O)(=O)c2ccc(-n3nc(C)cc3N)cc2)cc1	-2	5	3	-2	-3	-0.3	-2	-2	99	1.2
Cc1cc(C)nc(SCc2cc(=O)c(OC(=O)c3ccc(S(=O)(=O)N(C)C)cc3)co2)n1	5	0	-3	-8	1	-2.9	-2	-9	91	-1.0
CCOC(=O)C1C(=O)NC(c2ccccc2)=NC1c1ccc(OC)cc1 (configuration not stated)	0	-4	0	-3	1	-3.1	-2	-5	99	1.8
CC1=Nc2ccccc2/C1=C/c1nc(-c2ccc(C)s2)oc1O	-1	-1	/	-4	-2	0.3	-17	-60	122	4.1
CC(=O)Nc1ccc(NC(=O)CSc2ncnc3sc(C)c(C)c23)cc1	0	1	/	-2	15	-0.2	2	-17	127	0.6
CO/N=C/c1c(-c2ccc(Cl)cc2)nc2cc(C)ccn12	0	-2	/	-2	5	-0.3	-7	1	109	1.1

Some of the compounds tested; rates above refer to the full screens.
